Assay outcomes: PubChem BioAssay, National Center for Advancing Translational Sciences (NCATS)
KCNH2 WT inh: inhibitors of human wildtype KCNH2 potassium channel; Q12809; U2OS, BacMam KCNH2, thallium flux FluxOr; stronger effect = lower value; activity change, % at 1.84 µM; 340,000 compounds, 0.37% hits;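 active = maximum activity change below -70%; inconclusive = maximum activity change between -70% and -50%; inactive = maximum activity change above -50%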; note: % is set by controls: 0 for no effect and ±100 for the full control effect
Target sequence (Q12809 whole entry, looked up): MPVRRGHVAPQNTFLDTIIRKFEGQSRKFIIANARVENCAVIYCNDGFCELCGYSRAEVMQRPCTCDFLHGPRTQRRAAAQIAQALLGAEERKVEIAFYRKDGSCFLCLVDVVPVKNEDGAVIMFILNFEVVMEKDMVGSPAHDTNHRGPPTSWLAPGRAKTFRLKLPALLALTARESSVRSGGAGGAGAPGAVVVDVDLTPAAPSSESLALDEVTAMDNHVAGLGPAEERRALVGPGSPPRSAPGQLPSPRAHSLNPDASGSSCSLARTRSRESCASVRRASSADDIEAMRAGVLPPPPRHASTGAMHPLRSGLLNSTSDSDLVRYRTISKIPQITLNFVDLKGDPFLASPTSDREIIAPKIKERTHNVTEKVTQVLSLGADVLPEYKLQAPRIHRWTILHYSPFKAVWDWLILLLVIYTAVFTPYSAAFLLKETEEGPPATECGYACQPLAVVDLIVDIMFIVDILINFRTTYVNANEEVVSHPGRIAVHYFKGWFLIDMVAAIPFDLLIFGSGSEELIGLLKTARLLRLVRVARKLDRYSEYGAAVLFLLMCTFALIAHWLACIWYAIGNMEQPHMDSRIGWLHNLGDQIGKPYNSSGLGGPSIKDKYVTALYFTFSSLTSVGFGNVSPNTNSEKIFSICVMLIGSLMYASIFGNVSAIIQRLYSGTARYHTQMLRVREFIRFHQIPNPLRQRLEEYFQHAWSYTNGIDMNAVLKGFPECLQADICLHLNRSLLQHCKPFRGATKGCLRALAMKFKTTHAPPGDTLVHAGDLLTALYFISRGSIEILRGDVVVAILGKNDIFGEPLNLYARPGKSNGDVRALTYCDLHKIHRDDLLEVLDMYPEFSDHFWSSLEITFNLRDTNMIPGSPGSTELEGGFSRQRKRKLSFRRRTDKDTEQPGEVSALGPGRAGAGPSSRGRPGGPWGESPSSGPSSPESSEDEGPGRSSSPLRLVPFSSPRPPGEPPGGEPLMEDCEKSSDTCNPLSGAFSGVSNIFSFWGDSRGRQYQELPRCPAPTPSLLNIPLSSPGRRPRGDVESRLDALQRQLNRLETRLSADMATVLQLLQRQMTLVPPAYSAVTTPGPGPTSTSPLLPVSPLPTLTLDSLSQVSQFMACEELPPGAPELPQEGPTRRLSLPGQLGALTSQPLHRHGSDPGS
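U2OS cells were transduced with wild-type KCNH2 virus (2.03 x 10^8 / mL) for 4 h at room temperature, then cultured overnight at 37 C. Thallium flux was read with FluxOr dye. Rate constants were normalized to DMSO controls.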
Menin MLL FP TR: inhibitors of human menin-MLL interaction, mutant MLL peptide; O00255; Menin + Texas Red MLL mutant peptide, fluorescence polarization; Potency, µM (doses to about 61.6 µM), for inactives: at the top dose FP activity change, negative = inhibition, most hits filed as inhibitors; 270,000 compounds, 0.23% hits; AID 1768; active = well fitted inhibition curve with a large enough effect in the polarisation, with a control signal flat, not every such curve was filed as active; inconclusive = small, poorly fitted or top-dose-only effect, or effect the other way, or a change in a side signal; inactive = no such curve, though single readings can be large or run the other way; the % refers to the polarisation; note: potency is the fitted concentration of half-maximal effect; % of control where 0% means no effect; many of its hits are not listed in these tables
PKM2 act: PKM2 (human) enzyme activation; P14618; purified PKM2, Kinase-Glo ATP luminescence, activation; response scale: 0% is enzyme alone, no compound; Potency, µM (titrated, usually from 57.5 µM), without a hit: at the highest dose activation, hits mostly activators; 260,000 compounds, 0.34% hits; note: potency is the fitted concentration of half-maximal effect; % is set by controls: 0 for no effect and ±100 for the full control effect; nearly all actives have a fitted effect of over 55% in size
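Kinase-Glo luminescence reports ATP generated from ADP (0.1 mM) and PEP (0.5 mM) by purified hPK-M2 after 1 h at room temperature, pH 7.2 imidazole buffer; intermediate enzyme activity allows detecting inhibitors and activators.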
Mito fusion yeast: inhibitors of mitochondrial division or activators of mitochondrial fusion; S. cerevisiae fusion-defective mutant growth rescue, CellTiterGlo 48 h; Potency, µM (titrated, usually from 46.1 µM), without a hit: at the top dose growth rescue (activation), actives largely listed as activators; 320,000 compounds, 0.23% hits;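 note: potency is the fitted concentration of half-maximal effect; % of control where 0% means no effect; nearly all actives have a fitted effect of over 45% in size; temperature-sensitive fusion mutants such as fzo1-1 at 37 °C on non-fermentable ethanol glycerol medium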
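Growth-rescue viability read-out: after 48 h at the non-permissive 37C in glycerol/ethanol YPEG, yeast mitochondrial fusion mutants are measured by CellTiterGlo luminescence; compounds (23 nl pinned per well) restoring growth score as division inhibitors or fusion activators.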
USP2a inh: USP2a (human) protease inhibition; O75604; USP2 core, Ub-CHOP2 coupled fluorogenic reporter, 485/531; Potency, µM (top dose mostly 38.3 µM), for the others: top-dose activity change, negative = inhibition, most hits filed as inhibitors; 330,000 compounds, 0.01% hits;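 note: potency is the fitted concentration of half-maximal effect; plate controls were DMSO wells for no effect and full inhibition by NEM control for full effect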
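Cell-free coupled assay: 10nM USP2 core preincubated 30min RT with compound in Tris-HCl pH 8.0/CaCl2/CHAPS buffer, then 25nM Ub-CHOP2 and 25nM reporter substrate; fluorescence (Ex 485/Em 531) read after 60min RT, normalized to NEM inhibition, concentration-response curves fitted.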
TSHR antagonist: antagonists of human thyroid stimulating hormone receptor. AID 504810. TSHR-expressing cells, TSH-stimulated cAMP HTRF, 2 h; stronger effect = lower value. activity change, negative = inhibition, % at 11.5 µM. 330,000 compounds, 0.2% hits. P16473;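 active = activity change below a set negative limit, meaning inhibition stronger than a set level, cut at about -70% in these data; inconclusive = activity change between two set negative limits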; note: % is set by controls: 0 for no effect and ±100 for the full control effect
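Inhibition of cAMP made by TSHR-expressing cells under TSH stimulation (4nM final, EC80; 2 h, 37 deg C) is quantified with a one-step lysis HTRF kit, anti-cAMP cryptate versus cAMP-d2.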
MBNL1-CUG inh: blocks human MBNL1 binding to CUG repeat RNA; Q9NR56; TR-FRET MBNL1-His/biotin-(CUG)12 binding, 665/545 ratio; Potency, µM (series often up to 57.5 µM), without a hit: top-dose activity change, negative = inhibition, hits mostly inhibitors; 280,000 compounds, 0.036% hits; active = well fitted inhibition curve with a large enough effect in the signal ratio, with a control signal flat, not every such curve was filed as active; inconclusive = small, poorly fitted or top-dose-only effect, or effect the other way, or a change in a side signal; inactive = no such curve, though single readings can be large or run the other way; the % refers to the signal ratio; note: potency is the fitted concentration of half-maximal effect; % is set by controls: 0 for no effect and ±100 for the full control effect
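TR-FRET readout: Ex 340 nm, 665/545 nm emission ratio, normalized to buffer-only (basal) and MBNL1-(CUG)12 controls. Complex of MBNL1-His with Biotin-(CUG)12, compounds 92 nM–58 uM, incubated 60 min at room temperature.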
GALK inhibitor: blocks human galactokinase activity; P51570; Purified GALK, Kinase-Glo residual ATP luminescence; Potency, µM (doses to about 57.5 µM), without a hit: at the highest dose activity change, negative = inhibition, hits mostly inhibitors; 270,000 compounds, 0.007% hits; AID 1868; note: potency is the fitted concentration of half-maximal effect; % is set by controls: 0 for no effect and ±100 for the full control effect
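Luminescence from leftover ATP (Ultra-Glo luciferase/luciferin) served as read-out after a 1 h room-temperature reaction of 5 nM GALK with 35 uM ATP and 100 uM galactose.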
S-ASM inh: blocks human secretory acid sphingomyelinase. 340,000 compounds, 0.006% hits. AID 504937. Potency, µM (titrated, usually from 57.5 µM), inactives show at the top dose activity change, negative = inhibition, hits mostly inhibitors. P17405. placental ASM, HMU-PC fluorogenic substrate, 60 min; note: potency is the fitted concentration of half-maximal effect
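Steps: dispense placental human ASM, pin compound, wait 10 min at room temperature, add HMU-PC0 substrate at 9 uM final, incubate 60 min at 37 °C, add stop solution raising pH to 10, read fluorescence.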
Eya2 phos inh: blocks the phosphatase activity of human Eya2 | recombinant Eya2, OMFP fluorescence dephosphorylation (OMFP is methylfluorescein phosphate) | O00167 | Potency, µM (titrated, usually from 76.9 µM), for the others: at the top dose activity, negative = inhibition, hits mostly inhibitors | 330,000 compounds, 0.006% hits | AID 488837; note: potency is the fitted concentration of half-maximal effect; % is set by controls: 0 for no effect and ±100 for the full control effect
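Eya2 protein (added as 0.2 uM solution) was preincubated with compound for 10 min at ambient temperature in 50 mM HEPES pH 7.5, 50 mM NaCl, 5 uM MgCl2, 0.05% BSA, 1 mM DTT. OMFP (added at 50 uM) then reacted 10 min; fluorescence read at 485/525 nm.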
Chronic BCR inh: chronic active BCR signaling inhibition; ABC-DLBCL IkBa-CBG/CBR reporter, luminescence ratio, 4 h; Potency, µM (titrated, usually from 46.1 µM), for inactives: top-dose ratio change, negative = lower green/red ratio, actives largely listed as inhibitors; 340,000 compounds, 0.05% hits; AID 493014; active = well fitted inhibition curve with a large enough effect in the signal ratio, with a control signal flat, not every such curve was filed as active; inconclusive = small, poorly fitted or top-dose-only effect, or effect the other way, or a change in a side signal; the % refers to the signal ratio;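 note: potency is the fitted concentration of half-maximal effect; plate controls were basal doxycycline-induced cells for no effect and cells given 10 µM MG132 for full effect; MG132 reads +100%, hits lower the ratio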
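Compounds up to 46 uM were incubated four hours with TMD8 cells whose green CBG68 luciferase is fused to IkappaBalpha; red CBR luminescence normalised the signal, and concentration-effect curves were fitted to fusion, red and ratio data.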
The depositor's hits bear a star; i = inactive; ? = inconclusive; . = not tested or not shown; & = joins results of further samples; [ ] = another dose, or the depositor's remark. Unless noted, calls come from the whole dose curve; as a rule, active = well fitted curve in the direction sought with a large enough effect; inconclusive = small, poorly fitted or top-dose-only effect, or another doubt; inactive = no such curve, though single readings can be large; an effect the other way counts as inactive or inconclusive. An excerpt, so the mix of outcomes need not match the whole.

SMILES	KCNH2 WT inh	Menin MLL FP TR	PKM2 act	Mito fusion yeast	USP2a inh	TSHR antagonist	MBNL1-CUG inh	GALK inhibitor	S-ASM inh	Eya2 phos inh	Chronic BCR inh
CC1CCCCC1NC(=O)CO/N=C/c1ccccc1OC(F)F (configuration not stated)	i	-11%	-5%	9%	0%	6	.	0%	-2%	4%	-4%
COc1ccc(-c2ccc([C@H]3[C@@H]4C=CCC[C@@]4(C)C(=O)N3Cc3ccccc3)c(F)c2)cc1	-5	.	-9%	-35%[inhibitor]	1%	27	-4%	4%	-29%	-21%	-6%
COC(=O)C1=C(C)NC(C)=C(C(=O)OC)C1C1CC=CCC1 (configuration not stated)	-6	6%	-10%	19%	-1%	53	1%	0%	0%	-2%	-5%
CCC(NC(=S)NCc1ccc(F)cc1)c1ccc(C(C)C)cc1 (configuration not stated)	45	33%[activator]	-6%	-17%	1%	-9	-5%	1%	-2%	-14%	?
COc1cccc(C(=O)OCC(=O)NC(=O)NC2CCCC2)c1O	7	-14%	-4%	1%	4%	-8	1%	0%	-4%	-8%	.
Cc1ccc(NC(=O)CN2C(=O)CN(C)C2=O)cc1S(=O)(=O)N1CCCCC1	5	3%	-4%	4%	1%	-3	-1%	-2%	1%	11%	4%
CCN(CC)CC(=O)Nc1c2c(nc3ccccc13)N(C)CC2	5	-16%	-2%	-2%	-1%	-6	7%	-1%	413%[activator]	14%	1%
COC(=O)c1sccc1NC(=O)c1cc(OC)cc(OC)c1	4	0%	-5%	3%	1%	-32	2%	0%	-2%	-11%	-2%
N#CC1=C(N)C2=C(N3CCCCC3)CCCC2C1(C#N)C#N (configuration not stated)	4	0%	1%	-3%	2%	-14	?	-6%	-3%	14%	17%
CC(=O)Cn1c(C(F)(F)F)nc2ccccc21	-15	7%	-13%	2%	3%	-2	-2%	0%	2%	-4%	-1%
Cc1ccccc1CC(=O)NCC1CCCCC1	1	-1%	0%	2%	-7%	-5	1%	-1%	2%	7%	-3%
CN1/C(=C/C(=O)C2CCC2)Sc2ccccc21	3	-6%	-11%	-3%	-1%	-3	1%	-2%	-6%	4%	2%

Complete entries from above. Screens in order: KCNH2 WT inh, Menin MLL FP TR, PKM2 act, Mito fusion yeast, USP2a inh, TSHR antagonist, MBNL1-CUG inh, GALK inhibitor, S-ASM inh, Eya2 phos inh, Chronic BCR inh
Profile of `COc1ccc(-c2ccc([C@H]3[C@@H]4C=CCC[C@@]4(C)C(=O)N3Cc3ccccc3)c(F)c2)cc1` → -5, ., -9%, -35%[inhibitor], 1%, 27, -4%, 4%, -29%, -21%, -6%
Profile of `CCN(CC)CC(=O)Nc1c2c(nc3ccccc13)N(C)CC2` → 5, -16%, -2%, -2%, -1%, -6, 7%, -1%, 413%[activator], 14%, 1%
Profile of `Cc1ccccc1CC(=O)NCC1CCCCC1` → 1, -1%, 0%, 2%, -7%, -5, 1%, -1%, 2%, 7%, -3%
Profile of `CC(=O)Cn1c(C(F)(F)F)nc2ccccc21` → -15, 7%, -13%, 2%, 3%, -2, -2%, 0%, 2%, -4%, -1%

Quoted at random: 2 entries already listed, in no set order.
SMILES	KCNH2 WT inh	Menin MLL FP TR	PKM2 act	Mito fusion yeast	USP2a inh	TSHR antagonist	MBNL1-CUG inh	GALK inhibitor	S-ASM inh	Eya2 phos inh	Chronic BCR inh
COc1cccc(C(=O)OCC(=O)NC(=O)NC2CCCC2)c1O	7	-14%	-4%	1%	4%	-8	1%	0%	-4%	-8%	.
CN1/C(=C/C(=O)C2CCC2)Sc2ccccc21	3	-6%	-11%	-3%	-1%	-3	1%	-2%	-6%	4%	2%

Further structures
SMILES	KCNH2 WT inh	Menin MLL FP TR	PKM2 act	Mito fusion yeast	USP2a inh	TSHR antagonist	MBNL1-CUG inh	GALK inhibitor	S-ASM inh	Eya2 phos inh	Chronic BCR inh
O=C(O)c1ccc(CSc2nnc(-c3ccc(Cl)cc3)o2)cc1	-5	18%	-3%	7%	0%	-9	-3%	2%	3%	-6%	0%
NC(=O)c1c(NC(=O)c2ccc(F)cc2)sc2c1CCC2	-1	27%	-2%	1%	0%	-18	92%[activator]	-3%	155%	-7%	-2%
CCCCNC(=O)[C@@](CC)(ONc1ccccc1C(F)(F)F)c1cccc2ccccc12	-5	.	.	19%	2%	4	.	.	-2%	0%	?
C/C(=N\NC(=O)COc1ccccc1-c1ccccc1)c1ccccn1	-24	-13%	1%	?	-1%	-6	-2%	0%	-5%	2%	?
O=C(CNC(=O)c1ccc(Br)cc1)NCC(=O)OCC(=O)c1ccc(F)cc1	15	.	.	0%	0%	3	-4%	2%	0%	-7%	-2%
Cc1[nH]c2ccc(F)cc2c1CCN(Cc1cccnc1)C(=S)NC(C)(C)C	-2	20%	.	1%	2%	-8	-4%	-5%	1%	8%	?
CNC(=S)Nc1cccc(C(=O)O)c1	.	-6%	7%	0%	-3%	0	-10%	1%	1%	10%	-8%
CCn1c(COc2ccccc2)nnc1SCC(=O)NCc1ccco1	-2	-14%	0%	3%	3%	6	-6%	4%	5%	6%	-3%
COc1ccc(N2CCN(C(=O)C3CCN(S(=O)(=O)c4ccc5c(c4)oc(=O)n5C)CC3)CC2)cc1	12	1%	.	4%	3%	5	-3%	0%	0%	-3%	-2%
O=C(Nc1c(F)cc(F)cc1Br)c1cc(-c2ccccc2)on1	10	2%	1%	-1%	0%	-6	0%	4%	3%	4%	?
CCCCC(=O)Nc1cc(Cl)ccc1C(=O)O	-2	19%	-1%	7%	3%	6	-5%	0%	3%	4%	?
O=C1CC(C(=O)Nc2ccc(Br)cc2)C2(CCCC2)O1 (configuration not stated)	.	18%	-3%	1%	1%	-4	-9%	-3%	.	-32%	2%
CC(C)(C)OC(=O)[C@H](Cc1ccccc1)NC(=O)c1nc[nH]c1C(=O)N1CCc2ccccc2C1	-7	-14%	-8%	4%	2%	-12	-16%	.	-8%	0%	12%
CCCCn1c(N)c(N(CC)C(=O)CSCc2c(C)noc2C)c(=O)[nH]c1=O	-2	0%	-5%	4%	2%	2	5%	6%	0%	-3%	5%
COc1ccccc1NC(=O)COC(=O)CC(C)(C)CC1=NS(=O)(=O)c2ccccc2N1	14	.	.	-10%	3%	-2	3%	5%	-2%	-3%	-9%&-12%
Cc1ccc(C(=O)N2Cc3ccccc3CC2C(=O)O)cc1 (configuration not stated)	-7	-15%	-2%	-2%	1%	-3	-2%	3%	6%	24%	0%
O=C(CO/N=C/c1cccc([N+](=O)[O-])c1)NC1CCCCC1	-7	-7%	-14%	3%	4%	5	?	-1%	-2%	-2%	5%
COc1ccc(SCCc2nnc(-c3ccccc3)o2)cc1	4	?	.	9%	2%	4	-1%	0%	0%	0%	0%
O=C(NCc1ccc(F)cc1F)Nc1cnccc1C(F)(F)F	-3	19%	.	10%	7%	7	0%	1%	4%	-2%	-3%
O=C(NC1Cc2ccccc2C1)c1cc(COc2ccc(F)cc2Cl)on1	-14	-24%	-13%	-1%	0%	-14	9%	2%	5%	-9%	14%
CC(NC(=O)CC1SC(N)=NC1=O)c1ccccc1 (configuration not stated)	-15	4%	7%	-3%	0%	16	5%	1%	2%	-12%	4%
CCOC(=O)c1cn(CC(=O)Nc2cccc(Cl)c2)nn1	-4	21%	2%	-1%	-4%	33	-9%	5%	-4%	6%	-1%
CCN1C(=O)c2cccc3c(S(=O)(=O)NCc4ccccc4)ccc1c23	-9	.	.	8%	-4%	-2	.	.	365%[activator]	-3%	1%
Cc1ccc(CN(Cc2cccnc2)C(=O)CN2C(=O)COc3ccccc32)o1	-17	-8%	28µM*	-1%	3%	-8	-5%	4%	-1%	9%	-1%
